Screens from PubChem BioAssay.
TRb SRC2 PPI: qHTS for Inhibitors of the Interaction of Thyroid Hormone Receptor and Steroid Receptor Coregulator 2; Thyroid hormone receptor beta (Homo sapiens), P10828; TRbeta-SRC2 peptide binding, fluorescence polarization; receptor liganded with 1 µM T3; Potency, µM (top dose mostly 106 µM), for inactives: top-dose activity change, negative = inhibition, actives largely listed as inhibitors; 0.065% of 280,000 active;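 also: plate controls were bound peptide for no effect and peptide without receptor for full effect; nearly all actives have a fitted effect of over 50% in size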
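Polarization signal, normalized between peptide-alone and full complex controls, measured compound effects on T3-liganded human TRb LBD (0.6 uM) binding 20 nM Texas Red SRC2 peptide after 5 hr.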
Tau ThT inhib: qHTS for Inhibitors of Tau Fibril Formation, Thioflavin T Binding. Potency, µM (series often up to 57.4 µM), inactives show top-dose activity, negative = inhibition, usual class: inhibitors. recombinant tau K18 P301L, heparin-induced fibrillization, ThT fluorescence. Microtubule-associated protein tau (Homo sapiens), P10636. 2.1% of 270,000 active; also: % is scaled to controls: 0 for no effect and ±100 for the full control effect; nearly all actives have a fitted effect of over 55% in size
Target sequence (P10636 561-689 P618L limits assumed): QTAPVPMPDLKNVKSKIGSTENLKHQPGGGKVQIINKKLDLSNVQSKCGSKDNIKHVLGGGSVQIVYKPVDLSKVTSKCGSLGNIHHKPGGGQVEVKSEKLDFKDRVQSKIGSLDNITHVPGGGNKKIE
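Heparin-induced (20 uM) aggregation of recombinant human K18 P301L tau, 15 uM unlabeled with 0.24 uM labeled, pH 7 acetate buffer, 6 hr at 37 C with compound. Fibrils quantified by 30 uM ThT fluorescence after 1 hr ambient incubation.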
RECQ1 inh: qHTS Assay for Inhibitors of RecQ-Like Dna Helicase 1 (RECQ1). ATP-dependent DNA helicase Q1 (Homo sapiens), P46063. RECQ1 DNA unwinding, red fluorescence kinetic read. Potency, µM (top dose mostly 57.3 µM), for the others: at the top dose activity, negative = inhibition, hits mostly inhibitors. 0.54% of 240,000 active. AID 2549, 2010;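 also: plate controls were vehicle for no effect and no enzyme for full effect; nearly all actives have a fitted effect of over 30% in size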
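RECQ1T1 50 nM; forked duplex (20 bp + 30-nt ss tails) 200 nM, ATP 2 mM final; pH 8.0, 2 mM MgCl2, 2.5 ug/ml poly(dI-dC); 15 min compound preincubation; discontinuous kinetic read over 2 h at RT.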
HTT cytoprotect: qHTS Multiplex Assay to Identify Dual Action Probes in a Cell Model of Huntington: Cytoprotection (ATP); Potency, µM (top dose mostly 56.4 µM), for inactives: cytoprotection (ATP increase), usual class: activators; 0.14% of 230,000 active; AID 1471, 2008; PC12 HTT-Q103 induced, cytoprotection, ATP luminescence, 40 h;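 also: % of control where 0% means no effect; nearly all actives have a fitted effect of over 45% in size; toxic huntingtin expression switched on by the ecdysone agonist tebufenozide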
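PC12 cells with ecdysone-inducible HTT exon 1 Q103-GFP, induced with 100 nM tebufenozide and co-treated with library compounds in a dose series (1536-well, 1500 cells/well). Cytoprotection read as ATP content by ATPlite luminescence.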
Tau fibril FP: qHTS for Inhibitors of Tau Fibril Formation, Fluorescence Polarization; Microtubule-associated protein tau (Homo sapiens), P10636; AID 1468, 2008; 0.39% of 280,000 active; K18 P301L tau heparin fibrillization, Alexa594 FP, 6 h; Potency, µM (doses to about 57.7 µM), for inactives: at the top dose activity, negative = inhibition, hits mostly inhibitors; also: % is scaled to controls: 0 for no effect and ±100 for the full control effect; nearly all actives have a fitted effect of over 55% in size
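Human tau K18 […] P301L fragment, 15 uM unlabeled plus 0.24 uM Alexa 594-labeled tau (final), with compound and 20 uM heparin in 100 mM sodium acetate pH 7; 6 hr at 37 C, then Alexa 594 FP read.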
Tau fluor cs: Counterscreen qHTS for Inhibitors of Tau Fibril Formation, Fluorescence Polarization. AID 1463, 2008. Potency, µM (top dose mostly 57.7 µM), for the others: at the highest dose activity change, negative = decrease. tau K18 P301L Alexa594 fluorescence, heparin fibrillization. 0.93% of 280,000 active; also: % is scaled to controls: 0 for no effect and ±100 for the full control effect; nearly all actives have a fitted effect of over 55% in size
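Human tau K18 P301L (15 uM unlabeled, 0.24 uM Alexa 594-labeled) in 100 mM sodium acetate pH 7 with 20 uM heparin, 6 hr at 37 C. ThT 30 uM added, 1 hr ambient; Alexa 594 FP and total fluorescence read at 555/632 nm.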
L3MBTL1 block: qHTS Assay for the Inhibitors of L3MBTL1 | AlphaScreen L3MBTL1–H3K9me1 peptide binding | Potency, µM (doses to about 57.1 µM), for the others: at the highest dose activity, negative = inhibition, usual class: inhibitors | 0.66% of 230,000 active; also: % is scaled to controls: 0 for no effect and ±100 for the full control effect; nearly all actives have a fitted effect of over 60% in size
Target sequence (Q9Y468 whole entry, looked up): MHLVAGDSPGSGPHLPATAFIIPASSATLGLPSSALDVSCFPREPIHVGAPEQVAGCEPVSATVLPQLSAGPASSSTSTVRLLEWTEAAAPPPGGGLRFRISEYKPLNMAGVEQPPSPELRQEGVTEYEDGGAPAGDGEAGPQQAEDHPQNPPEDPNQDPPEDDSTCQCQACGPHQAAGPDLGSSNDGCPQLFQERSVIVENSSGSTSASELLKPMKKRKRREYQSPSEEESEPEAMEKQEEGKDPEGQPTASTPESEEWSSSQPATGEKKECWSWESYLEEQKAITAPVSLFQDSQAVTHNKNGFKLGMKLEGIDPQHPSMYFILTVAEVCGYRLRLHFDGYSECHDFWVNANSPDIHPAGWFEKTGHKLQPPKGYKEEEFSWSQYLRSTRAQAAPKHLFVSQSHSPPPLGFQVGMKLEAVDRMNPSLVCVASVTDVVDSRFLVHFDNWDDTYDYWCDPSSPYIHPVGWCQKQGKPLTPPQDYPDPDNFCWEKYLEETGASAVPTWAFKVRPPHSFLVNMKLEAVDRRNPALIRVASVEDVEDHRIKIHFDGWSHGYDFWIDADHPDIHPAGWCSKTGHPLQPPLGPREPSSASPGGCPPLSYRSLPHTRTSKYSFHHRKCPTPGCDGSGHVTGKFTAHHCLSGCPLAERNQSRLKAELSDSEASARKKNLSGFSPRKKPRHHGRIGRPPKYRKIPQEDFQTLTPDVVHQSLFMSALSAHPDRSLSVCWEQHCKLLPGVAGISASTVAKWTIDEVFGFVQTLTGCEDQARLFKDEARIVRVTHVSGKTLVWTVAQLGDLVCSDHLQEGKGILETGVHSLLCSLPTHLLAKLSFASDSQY
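First, the protein-peptide complex forms for 30 min at room temperature (L3MBTL1 50 nM, biotinylated H3K9me1 peptide 75 nM). Next, compounds are pin-transferred and incubated 30 min. Finally, AlphaScreen beads are added and read after 30 min.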
TexasRed fluor: Total Fluorescence Counterscreen for Inhibitors of the Interaction of Thyroid Hormone Receptor and Steroid Receptor Coregulator 2. 0.29% of 280,000 active. TRb/SRC2 Texas Red total fluorescence interference. Potency, µM (top dose mostly 106 µM), for the others: top-dose fluorescence change, negative = quenching. AID 1479, 2009; active = well fitted curve in either direction with a large enough effect; inconclusive = small, poorly fitted or top-dose-only effect; also: % is scaled to controls: 0 for no effect and ±100 for the full control effect
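Flags fluorescent or light-absorbing compounds by total fluorescence, S + 2P, at 555 nm excitation and 632 nm emission. Mixture: 20 nM Texas Red SRC2 peptide, 0.6 uM human TRb LBD, 1 uM T3, 5% DMSO; compound exposure 5 h at ambient temperature.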
Starred values were filed as active, the others as inactive; i = inactive; ? = inconclusive; nt = not tested or not shown; & = joins results of further samples; [ ] = remark or other dose. Unless noted, calls follow the shape of the dose curve; as a rule, active = well fitted curve in the direction sought with a large enough effect; inconclusive = small, poorly fitted or top-dose-only effect, or another doubt; inactive = no such curve, though single readings can be large; an effect the other way counts as inactive or inconclusive. Potency is read from the fitted curve at half-maximal effect.

canonical_smiles | TRb SRC2 PPI | Tau ThT inhib | RECQ1 inh | HTT cytoprotect | Tau fibril FP | Tau fluor cs | L3MBTL1 block | TexasRed fluor
O=C(CSc1n[nH]c(=O)n1Cc1ccco1)c1ccc(F)cc1 | -3% | -5% | -1% | 24%[10 µM] | 5% | 3% | -10% | -2%
CCn1c(SCC(=O)Nc2sc3c(c2C(N)=O)CCC(C)C3)nnc1-c1ccco1 (configuration not stated) | 1% | ? | -18% | -13% | -6% | -18% | -24% | -1%
O=C(Nc1ccccn1)c1ccc2ccccc2n1 | -16% | -8% | i | -30%[10 µM] | -14% | -13% | 25% | -2%
C[C@H](NC(=O)c1nc[nH]c1C(=O)NCCCCCNC(=O)OC(C)(C)C)C(=O)OC(C)(C)C | -6% | -9% | -19% | -14%[10 µM] | -7% | -6% | 38% | -1%
CC(C)=CC(=O)N1CCC(N2CCC(C(=O)N3CCOCC3)CC2)CC1 | 1% | -12% | 2% | 19%[10 µM] | -12% | -11% | 0% | 2%
CCN(CC)c1ccc2c(Cl)c(Br)c(=O)oc2c1 | 7% | -14% | -6% | ? | -1% | ? | 209%[activator] | 1%
COCC(C)n1c(C)cc(C(=O)COC(=O)CNC(=O)c2ccccc2)c1C (configuration not stated) | -2% | 7% | 1% | -5%[10 µM] | 9% | 13% | -6% | -1%
CC(=O)N1CCC(N(Cc2ccc(C)o2)C(=O)Nc2ccccc2F)CC1 | 4% | 3% | nt | nt | 1% | 2% | nt | 8%
Cc1ccc(C2c3[nH]c4ccccc4c3CCN2C(=O)CCC2CCCC2)cc1 (configuration not stated) | 0% | 3% | nt | nt | 0% | -5% | nt | -3%
O=C(Nc1ccc2oc(-c3ccncc3)nc2c1)c1ccc(F)cc1 | -8% | ? | -5% | -27% | 3% | -13% | nt | 0%
O=C(CN1CCN(c2ccccc2)CC1)Nc1nnc(-c2ccccc2)s1 | -1% | 11% | -2% | -13%[10 µM] | 1% | 1% | 0% | 2%
CC(=O)c1c(C)nc2ccc(Br)cc2c1C(=O)O | -8% | -2% | -3% | -5% | 3% | -5% | nt | -3%
O=C(Nc1cccc(F)c1)c1ccc(Br)o1 | -1%&-7% | ? | i | -16% | -2%[81.3 µM] | -24%[81.3 µM] | -10% | ?
NC(=O)c1cccc([N+](=O)[O-])c1 | -2% | nt | -4% | -2% | nt | nt | 8% | 0%
COc1ccc(N2C(=O)C3CCCN3C2c2ccccc2F)cc1 (configuration not stated) | -5% | -8% | -8% | -5% | 11% | -3% | nt | 0%
Cc1ccc(CNCc2cccn2-c2nnc(N3CCCC3)s2)cc1 | 3% | -18% | nt | nt | -9% | -6% | nt | -2%
Cc1cc(C)n(-c2nc(NCCCN(C)C)c3c4c(sc3n2)COC(C)(C)C4)n1 | 1% | -6% | -11% | 0%[10 µM] | 1% | 3% | 26% | -2%
Nc1nc(-c2ccco2)nn1C(=O)c1ccc(Cl)cc1 | -10% | -11% | -2% | 0% | -1% | -6% | -3% | -1%
COCC(=O)NC1CCCCCC1 | 6% | -3% | -5% | -18%[10 µM] | 0% | -7% | 10% | 0%
COc1ccc(-n2c(C)c3c(OC)cccc(=O)c3c2C)cc1 | 8% | 18µM* | i | 12% | ? | -23% | 2% | 4%
CC(C)Oc1ccc(CNC(=S)N/N=C/c2cccnc2)cc1 | -1% | -8% | -8% | -19% | 0% | -23% | -4% | -1%
CCCCN(CC)S(=O)(=O)c1ccc(C(=O)Nc2nnc(-c3ccccc3Cl)o2)cc1 | -5% | -10% | i | -10%[10 µM] | -3% | -11% | nt | 2%
CC(=O)c1ccc2c(c1)C1C=CCC1C(c1ccc(S(=O)(=O)N3CCOCC3)cc1)N2 (configuration not stated) | 0% | ? | -1% | 24%[10 µM] | -4% | -18% | -18% | -7%
CC(C)(C)c1[nH]nc2c1C(c1ccc(OC(=O)c3ccco3)cc1)C(C#N)=C(N)O2 (configuration not stated) | -1% | -9% | 1% | 4% | -1% | -23% | -5% | -4%
OCCC1CN(Cc2ccon2)CCN1CCc1ccccc1 (configuration not stated) | -9% | -10% | -6% | -60%[inhibitor] | -13% | -2% | -1% | -1%
Cc1cc(C)c(S(=O)(=O)n2cnc3ccccc32)c(C)c1 | -4% | -10% | -12% | 7% | -8% | -7% | nt | -6%
CCOC(=O)N1CCN(C(=O)c2cc(OCC)c(OCC)c(OCC)c2)CC1 | 7%[53 µM] | 0% | 22% | 25%[10 µM] | -4% | 0% | 7% | 0%[53 µM]
Cc1ccc(C(=O)n2nc(-n3cccc3)c3c(C)cc(C)nc32)cc1 | 3% | -6% | i | -67%[inhibitor][10 µM] | 4% | 1% | 15% | -4%
O=C(Nc1cccc(Br)c1)c1cc(S(=O)(=O)N2CCCCC2)c[nH]1 | -6% | 1% | nt | nt | -3% | -5% | nt | 1%
Cc1cc(C)cc(NCc2cc(=O)oc3cc(-c4ccccc4)c(O)cc23)c1 | -3% | -9% | 2% | -11%[10 µM] | ? | ? | 16% | -2%

The list goes on (6 carried over from the part before).
canonical_smiles | TRb SRC2 PPI | Tau ThT inhib | RECQ1 inh | HTT cytoprotect | Tau fibril FP | Tau fluor cs | L3MBTL1 block | TexasRed fluor
OCCC1CN(Cc2ccon2)CCN1CCc1ccccc1 (configuration not stated) | -9% | -10% | -6% | -60%[inhibitor] | -13% | -2% | -1% | -1%
Cc1cc(C)c(S(=O)(=O)n2cnc3ccccc32)c(C)c1 | -4% | -10% | -12% | 7% | -8% | -7% | nt | -6%
CCOC(=O)N1CCN(C(=O)c2cc(OCC)c(OCC)c(OCC)c2)CC1 | 7%[53 µM] | 0% | 22% | 25%[10 µM] | -4% | 0% | 7% | 0%[53 µM]
Cc1ccc(C(=O)n2nc(-n3cccc3)c3c(C)cc(C)nc32)cc1 | 3% | -6% | i | -67%[inhibitor][10 µM] | 4% | 1% | 15% | -4%
O=C(Nc1cccc(Br)c1)c1cc(S(=O)(=O)N2CCCCC2)c[nH]1 | -6% | 1% | nt | nt | -3% | -5% | nt | 1%
Cc1cc(C)cc(NCc2cc(=O)oc3cc(-c4ccccc4)c(O)cc23)c1 | -3% | -9% | 2% | -11%[10 µM] | ? | ? | 16% | -2%
O=C(NNC(=O)c1ccccc1Br)c1ccccc1Cl | 8% | 2% | -5% | -44%[inhibitor] | -9% | 0% | 8% | -3%
O=C(CN1CCCCC1)N1CCN(C(=O)CN2CCCCC2)CC1 | 5% | -11% | -4% | -8% | 7% | 0% | -2% | -1%
CN(C/C=C\c1ccccc1)Cc1cccc2ccccc12 | -7% | nt | -24%[25.9 µM] | -8%[40.3 µM] | nt | nt | nt | 0%
CCCCC(=O)Nc1cc(C)c2c(=O)oc3ccccc3c2n1 | -17%[53 µM] | -7% | i | 18% | 3% | -6% | -2% | 0%[53 µM]
Cc1cc2ccccc2c(=O)n1CC(=O)NCC1COc2ccccc2O1 (configuration not stated) | -3% | -8% | i | 12% | -5% | -9% | -4% | 1%
Cc1cc(C(F)F)n2nc(C(=O)Nc3c(F)cc(F)cc3Br)nc2n1 | 4% | -6% | 8% | -10%[0.074 µM] | -6% | -6% | nt | -2%
Cc1[nH]n(-c2ccccc2)c(=O)c1CCOC(=O)c1ccc(C(F)(F)F)cc1 | 2% | -8% | 0% | 8% | 0% | -13% | 1% | 0%
O=C(NCC(c1ccco1)N1CCOCC1)c1ccc([N+](=O)[O-])cc1 (configuration not stated) | -4% | 0% | -14% | -33%[inhibitor] | -7% | -4% | nt | -1%
Cc1ccc(CCNC(=O)c2ccc(CNS(=O)(=O)c3ccc(F)cc3)cc2)cc1 | -7% | ? | nt | nt | -14% | -2% | nt | -6%
CCC1=NC(c2ccc(OC)c(OC)c2)N(O)C1(C)C (configuration not stated) | 3% | -4% | -15% | nt | -2% | -6% | -3% | 0%
CCOC(=O)c1c(NC(N)=O)nc2n1CCC2 | 3% | -7% | -2% | -26% | -5% | -6% | nt | 1%
CCC(Sc1ncnc2sc(C)c(C)c12)C(=O)OC (configuration not stated) | -5% | -4% | i | 6% | 2% | -4% | nt | -4%
Cc1ccc(NC(=O)/C(C#N)=C/c2cc(C)n(-c3ccc(Br)cc3)c2C)cc1C | -5% | -3% | nt | nt | -3% | -1% | nt | 3%
O=C(NNS(=O)(=O)c1ccc(Br)cc1)c1csnn1 | 2% | 8% | -16% | nt | 9% | 13% | 8% | -2%
COc1ccc(OC)c(NC(=O)c2cc(-c3ccc(C)cc3O)n[nH]2)c1 | 8% | 9% | 2% | -6% | 9% | -21% | nt | ?
CC(CC1C(C#N)=C(N)OC2=C1C(=O)CCC2)c1ccccc1 (configuration not stated) | 2% | -10% | -7% | -3%[10 µM] | 1% | -8% | 1% | 2%
Cc1ccc(C(=O)N/C(=C\c2ccc(Cl)cc2)C(=O)NC2CCCCC2)cc1 | -4% | -5% | nt | nt | -3% | -7% | nt | -39%
NS(=O)(=O)c1ccc(CCNC(=O)CN2CCCCC2)cc1 | -1% | 9% | -2% | nt | 0% | 7% | 1% | 0%

The list is partial; rates above refer to the full screens.
